High-throughput results as filed in PubChem.
miR122 inh – miR-122 inhibition in Huh7 cells; Huh7 miR-122 Renilla luciferase sensor, 48 h; neutral wells = 0, positive control = 100; activation (reporter increase), % at 12.5 µM; 340,000 tested, 0.3% active;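 active = mean replicate activation score at least 90 and every replicate individually at or above 90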;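 also: higher luciferase means less miR-122 activity so hits act as miR-122 inhibitors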
* marks the source's active call; other numbers are inactive results. An excerpt. The share of hits here may be higher or lower than overall.

miR122 inh | Molecule
0 | COc1ccccc1N1C(=O)C2C3C=CC(C3)C2(C)C1=O (configuration not stated)
-4 | CCOC(=O)c1c(NC(=O)CSc2nnc(-c3ccc(OC)cc3)o2)sc2c1CCC2
13 | COc1cccc(C2=CC(c3cc(OC)ccc3OC)n3nnnc3N2)c1 (configuration not stated)
-2 | COc1cc(OC)nc(NC(=O)CS(=O)(=O)c2ccccc2)n1
-3 | CSCCC(NC(=O)c1ccco1)C(=O)O (configuration not stated)
-6 | Cc1ccc(C)c(S(=O)(=O)NC(CCC(N)=O)C(=O)O)c1 (configuration not stated)
6 | CCOC(=O)C(/C=C(\C#N)C(=O)OCC)=C(/N)N1CCN(c2ccc(OC)cc2)CC1
-14 | N#CCCCn1c(-c2ccccc2)noc1=O
1 | CCOc1cc(CNC(C)C)c(Cl)cc1OCC(=O)NCCc1ccccc1
-13 | CCc1cc(=O)oc2c3c(cc(OCC(=O)NCc4ccco4)c12)OC(C)(C)CC3
3 | CC(=O)N(C)c1ccc(N=C2C(=O)Nc3ccccc32)cc1
-3 | CCOc1ccc(NC(=O)C2CCN(C(=O)NCc3ccccc3)CC2)cc1
-6 | O=C(CSc1nnnn1-c1ccccc1)c1cc2ccccc2oc1=O
-8 | N#Cc1ccc(CSc2nnc(-c3ccccn3)n2-c2ccccc2)cc1
4 | CC(C)C(=O)N(Cc1cc(=O)[nH]c2ccccc12)c1ccccc1
-5 | Nc1ccccc1SC(CC(=O)c1ccccc1)c1ccccc1 (configuration not stated)
-2 | Clc1cc(Sc2ccc(Br)cc2)nnc1-c1ccccc1
-3 | COC(=O)c1ccc(/C=N/Nc2nc(-c3ccc(C)cc3)cs2)cc1
7 | O=S(=O)(Nc1ccc2cn[nH]c2c1)c1ccc(Cl)cc1
-3 | Cn1c(=O)c2c(ncn2CC(COCc2ccc(Cl)cc2)OCc2ccc(Cl)cc2)n(C)c1=O (configuration not stated)
2 | O=C(CCCOc1ccc(Cl)cc1)NCC1CCCO1 (configuration not stated)
5 | Cc1ccc(N(CC(=O)NCCSCc2ccco2)S(=O)(=O)c2ccc(C)cc2)cc1
4 | O=C(Nc1cccc(F)c1)c1ccc2ncsc2c1
-3 | Cc1ccc(-c2noc(CCC(=O)N3CCCc4ccccc43)n2)cc1
13 | COc1ccc(NC(=O)c2ccccc2NC(=O)c2ccco2)c(OC)c1
1 | CCC(C)Nc1nc(CN2CCOCC2)nc2sc3c(c12)CCC3 (configuration not stated)
6 | N#Cc1c(SCc2ccc(Cl)cc2)sc(C(=O)c2ccccc2)c1N
40 | Fc1cccc(C2CC(c3cccc(Br)c3)Nc3nnnn32)c1 (configuration not stated)
-2 | O=C1CN(S(=O)(=O)c2ccccc2)CC(=O)N1CCc1ccccc1
-4 | O=C(NC1CCCCC1)C1CC(O)CN1C(=O)OCc1ccccc1 (configuration not stated)
-1 | Cc1[nH]c(=O)[nH]c(=O)c1S(=O)(=O)Nc1ccc(Oc2ccccc2)cc1
-5 | CCOC(=O)c1cc(-c2ccccc2)sc1NC(=O)C(C)(C)C
3 | CN(c1cccc(NC(=O)Nc2cccc(Cl)c2)c1)S(C)(=O)=O
3 | COc1ccc(NC(=O)NCCCN2CCCCC2C)cc1 (configuration not stated)
-4 | O=C(c1sccc1-n1cccc1)N1CCCC1
-1 | O=C(CCC(=O)N1CCN(C2CCCC2)CC1)Nc1nnc(C(F)(F)F)s1
8 | CCOc1ccc(C2C(C#N)=C(N)N3C(=C2C#N)Sc2ccccc23)cc1 (configuration not stated)
0 | O=C(CSc1nnc(-c2ccccn2)n1Cc1ccccc1)N1CCCC1
0 | O=C(Nc1ccc(F)cc1)c1nsc(Cl)c1Cl
-19 | O=S(=O)(/C(=C\c1ccc(C(F)(F)F)cc1)c1nc2ccccc2[nH]1)c1ccccc1
-8 | Cc1ccc(S(=O)(=O)Nc2ccc3c(c2)nc(CN2CCCC2)n3C)cc1
-10 | O=C1CCC(=O)N1CCc1c[nH]c2ccccc12
6 | O=C(Nc1ccc2ccccc2c1)Nc1ccc2snnc2c1
0 | O=C(Nc1ccc(F)cc1F)NC1CC(=O)N(Cc2ccccc2)C1 (configuration not stated)
-1 | CCn1cc([N+](=O)[O-])c(C(=O)Nc2ccc(Br)cn2)n1
-5 | O=C(COc1ccc(Cl)cc1)Nc1nc(-c2cccs2)cs1
-2 | Cc1ccc(OCc2nn3c(-c4ccco4)nnc3s2)cc1
-5 | O=C(Nc1ccccc1)c1ccc2c(c1)OCCO2
-5 | CC(CSc1nc2ccccc2s1)Cn1c(N2CCCC2)nc2c1c(=O)[nH]c(=O)n2C (configuration not stated)
-2 | Cc1cc2nc(C)n(CCCNC(=O)Nc3ccc(C#N)cc3)c2cc1C
7 | O=C(Nc1ccc(N2CCCCC2)cc1)c1cccnc1
-8 | COc1cc(OC)cc(-n2nc(C(=O)NCCCN3CCOCC3)c3ccccc3c2=O)c1
2 | CCOc1ccccc1N1CCN(CC(=O)Nc2nnc(CC)s2)CC1
3 | COCCCNC(=O)c1ccccc1Oc1ccccc1
-1 | CC1=CCC2C(=O)N(c3ccc4ccccc4n3)C(=O)C2C1 (configuration not stated)
-6 | COC(=O)c1cc(NC(=O)Cc2ccccc2[N+](=O)[O-])cc(C(=O)OC)c1

Next part:
miR122 inh | Molecule
2 | Cc1cc(=O)n(C)c(=O)n1CCCCCCN1CCCC1
-3 | CCOC(=O)Cc1c(C)c2c(C)[nH]nc2oc1=O
-7 | O=C(C1CCC1)N1CCc2cc(S(=O)(=O)N3CCN(c4ccccn4)CC3)ccc21
-1 | O=C(NCc1ccc2c(c1)OCO2)C1CC(c2ccc(Cl)c(Cl)c2)=NO1 (configuration not stated)
1 | CN(CC(=O)N1CCN(c2ccc(F)cc2)CC1)S(=O)(=O)c1ccc(F)cc1
2 | O=C(c1cc2cc(Cl)ccc2oc1=O)N1CCOCC1
-1 | CCCC1=[N+](CC)CCn2c(C)ccc21
21 | Cc1ccc(S(=O)(=O)N(CC(=O)NCCC2=CCCCC2)Cc2ccccc2)cc1
0 | CC(C)Nc1nc(SCC(N)=O)nc(N2CCOCC2)n1
9 | O=C(OCc1ccccc1)C1=[N+]([O-])OC(C(=O)OCc2ccccc2)C1c1c[nH]c2ccccc12 (configuration not stated)
-8 | O=C(CCCn1c(=O)[nH]c2cc(Cl)ccc2c1=O)NCCCN1CCCC1
-4 | CC(C)(C)c1ccc(C2=CC(c3ccccc3)n3ncnc3N2)cc1 (configuration not stated)
1 | CC(=O)c1ccc(NC(=O)CSc2nnc(NC(=O)CN3CCOCC3)s2)cc1
-4 | CC(CN1CCN(C)CC1)OC(=O)c1ccc(Cl)cc1Cl (configuration not stated)
1 | COc1ccc2c(CC(=O)Nc3nnc(C4CC4)s3)coc2c1
-3 | COc1ccc(NC(=O)C2OCCc3ccccc32)c(OC)c1 (configuration not stated)
10 | CCC(=O)Nc1cc(C)c(NC(=O)C23CC4CC(CC(C4)C2)C3)cn1
-11 | Cc1ccc(S(=O)(=O)N2CCC(C(=O)Nc3ccc4c(c3)COC4=O)CC2)cc1
-1 | Cc1ccccc1OCC(=O)OC1CCN(C)CC1
12 | Cc1snc(S(=O)(=O)/C(C#N)=N/Nc2ccc(C(F)(F)F)cc2)c1C#N
-4 | COc1cccc(-n2c(SCC(=O)N3CCOCC3)nc3c([nH]c4ccccc43)c2=O)c1
5 | c1ccc2c(c1)[nH]c1c(NCC3CCCO3)ncnc12 (configuration not stated)
1 | O=C(Nc1nc2ccc(Cl)cc2s1)c1ccc(Br)o1
2 | CCN1CCN(C(c2ccc(F)cc2)c2nnnn2Cc2cccs2)CC1 (configuration not stated)
3 | C/C(NCC(C)(C)CN(C)C)=C(/C#N)C(=O)NCc1ccccc1
-3 | O=C(OCc1c(Cl)cccc1Cl)c1cccnc1
-3 | CC(NC(=O)c1ccccc1Cl)C1COc2ccccc2O1 (configuration not stated)
30 | Oc1ccc(Nc2nc3ccccc3nc2Nc2ccc(O)cc2)cc1
8 | O=C(CSc1nc2ccccc2c(=O)n1Cc1ccco1)NCc1ccco1
2 | CC(C)C1CC(O)(C2(O)CCCCC2)ON1 (configuration not stated)
-4 | CN(C)CCCNc1oc(-c2cccc(Cl)c2)nc1C#N
-2 | C/C(CC(=O)Nc1ccccn1)=N\NC(=O)Cc1cccc2ccccc12

Reformatted in markdown: part of the list above
| compound | miR122 inh |
| --- | --- |
| COC(=O)c1cc(NC(=O)Cc2ccccc2[N+](=O)[O-])cc(C(=O)OC)c1 | -6 |
| Cc1cc(=O)n(C)c(=O)n1CCCCCCN1CCCC1 | 2 |
| CCOC(=O)Cc1c(C)c2c(C)[nH]nc2oc1=O | -3 |
| O=C(C1CCC1)N1CCc2cc(S(=O)(=O)N3CCN(c4ccccn4)CC3)ccc21 | -7 |
| O=C(NCc1ccc2c(c1)OCO2)C1CC(c2ccc(Cl)c(Cl)c2)=NO1 (configuration not stated) | -1 |
| CN(CC(=O)N1CCN(c2ccc(F)cc2)CC1)S(=O)(=O)c1ccc(F)cc1 | 1 |
| O=C(c1cc2cc(Cl)ccc2oc1=O)N1CCOCC1 | 2 |
| CCCC1=[N+](CC)CCn2c(C)ccc21 | -1 |
| Cc1ccc(S(=O)(=O)N(CC(=O)NCCC2=CCCCC2)Cc2ccccc2)cc1 | 21 |
| CC(C)Nc1nc(SCC(N)=O)nc(N2CCOCC2)n1 | 0 |
| O=C(OCc1ccccc1)C1=[N+]([O-])OC(C(=O)OCc2ccccc2)C1c1c[nH]c2ccccc12 (configuration not stated) | 9 |
| O=C(CCCn1c(=O)[nH]c2cc(Cl)ccc2c1=O)NCCCN1CCCC1 | -8 |
| CC(C)(C)c1ccc(C2=CC(c3ccccc3)n3ncnc3N2)cc1 (configuration not stated) | -4 |
| CC(=O)c1ccc(NC(=O)CSc2nnc(NC(=O)CN3CCOCC3)s2)cc1 | 1 |
| CC(CN1CCN(C)CC1)OC(=O)c1ccc(Cl)cc1Cl (configuration not stated) | -4 |
| COc1ccc2c(CC(=O)Nc3nnc(C4CC4)s3)coc2c1 | 1 |
| COc1ccc(NC(=O)C2OCCc3ccccc32)c(OC)c1 (configuration not stated) | -3 |
| CCC(=O)Nc1cc(C)c(NC(=O)C23CC4CC(CC(C4)C2)C3)cn1 | 10 |
| Cc1ccc(S(=O)(=O)N2CCC(C(=O)Nc3ccc4c(c3)COC4=O)CC2)cc1 | -11 |
| Cc1ccccc1OCC(=O)OC1CCN(C)CC1 | -1 |
| Cc1snc(S(=O)(=O)/C(C#N)=N/Nc2ccc(C(F)(F)F)cc2)c1C#N | 12 |
| COc1cccc(-n2c(SCC(=O)N3CCOCC3)nc3c([nH]c4ccccc43)c2=O)c1 | -4 |
| c1ccc2c(c1)[nH]c1c(NCC3CCCO3)ncnc12 (configuration not stated) | 5 |
| O=C(Nc1nc2ccc(Cl)cc2s1)c1ccc(Br)o1 | 1 |
| CCN1CCN(C(c2ccc(F)cc2)c2nnnn2Cc2cccs2)CC1 (configuration not stated) | 2 |
| C/C(NCC(C)(C)CN(C)C)=C(/C#N)C(=O)NCc1ccccc1 | 3 |
| O=C(OCc1c(Cl)cccc1Cl)c1cccnc1 | -3 |
| CC(NC(=O)c1ccccc1Cl)C1COc2ccccc2O1 (configuration not stated) | -3 |
| Oc1ccc(Nc2nc3ccccc3nc2Nc2ccc(O)cc2)cc1 | 30 |
| O=C(CSc1nc2ccccc2c(=O)n1Cc1ccco1)NCc1ccco1 | 8 |
| CC(C)C1CC(O)(C2(O)CCCCC2)ON1 (configuration not stated) | 2 |
| CN(C)CCCNc1oc(-c2cccc(Cl)c2)nc1C#N | -4 |
| C/C(CC(=O)Nc1ccccn1)=N\NC(=O)Cc1cccc2ccccc12 | -2 |

The results go on:
miR122 inh | Molecule
-7 | COc1cccc(NC(=O)CSc2nccn2-c2cccc(OC)c2)c1
-7 | COC(=O)c1ccc(CSc2nc(-c3ccco3)cc(C(F)(F)F)n2)o1
2 | O=C(CSc1nccn1-c1cccc(Cl)c1)NC1CCCC1
-3 | CCCC(=O)Nc1ccc(Cl)c(NC(=O)c2ccco2)c1
3 | O=[N+]([O-])c1ccc(Cl)cc1Sc1cccc2cccnc12
1 | CCNc1nc(SCc2ccccc2)nc(N2CCOCC2)n1
-2 | CCOC(=O)CCC(=O)c1c(C)oc2ccc(OC)cc12
5 | O=C(NC1CC1)c1ccc2c(c1)ncn2C1CCCC1
-11 | O=C(Nc1ncn[nH]1)C(F)(F)C(F)F
3 | CCOC(=O)c1c(C)nc2c(c1-c1ccccc1)C(=O)CC(C)(C)C2
-5 | CCCNC(=O)c1c(C)cc(=O)oc1C
1 | CC1(C)CN=C(NC2CCCCC2)S1
-6 | O=C(CSc1nc2c(c(C(F)(F)F)n1)CCc1ccccc1-2)NCc1ccccc1
-3 | COc1ccc(Cn2cnc3sccc3c2=O)cc1
1 | O=C1C=CC(=Nc2cccc3c2C(=O)c2ccccc2-3)O1
-6 | Cc1ccc(-c2cc(C(=O)OCC(=O)Nc3cc(C)on3)c3ccccc3n2)c(C)c1
6 | O=C(NC1CCCC1)c1cc2c(ccc3ccccc32)o1
-2 | Cc1nc(SCC(=O)Nc2ccccc2)c2oc3ccccc3c2n1
-1 | CSc1ccccc1NC(=O)CN(c1ccccc1)S(=O)(=O)N(C)C
-9 | C=CCN=C(NC#N)SCC(=O)NC(C)(C)C
-3 | O=C(CC1=NC2(CCCC2)Cc2ccccc21)N1CCOCC1
-8 | Cc1nn(CC(O)CN2c3ccccc3Sc3ccccc32)c(C)c1Br (configuration not stated)
38 | Cc1ccc(C(c2nnnn2CCc2ccccc2)N2CCSCC2)cc1 (configuration not stated)
0 | Nc1ncnc2nc(Sc3ccc(Cl)cc3)[nH]c12
7 | C/C(=C\C(=O)c1ccc(Br)cc1)NCc1ccccc1
-6 | O=C(O)COc1ccc(Br)cc1/C=N/O
-8 | COCCn1nnnc1CN1CCN(c2cccc(C(F)(F)F)c2)CC1
